AHR activator: human AHR activation | actives 2.5% (n = 320,000) | activation, % at 5 µM | AHR-responsive luciferase reporter cells, luminescence | AID 2796 | P35869; in the data active = activation above about 47%;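 also: 0% = vehicle wells and 100% = reference agonist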
proCasp3 act: activators of human procaspase-3 | activation, % at 8.5 µM | actives 0.11% (n = 330,000) | P42574 | AID 463141 | recombinant procaspase-3 D3A, Ac-DEVD-pNA absorbance 405 nm;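 active = activation above the mean of all tested compounds plus 3 SD, cut at about 21% in these data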;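 also: 0% = DMSO alone and 100% = DMSO wells spiked with extra 5 µM PC-3 D3A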
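Assay system: Procaspase-3 D3A mutant, all three cleavage aspartates alanine. Buffer or medium: Zinc-free HEPES saline buffer with Triton X-100. Times: 1 h compound preincubation, 2 h substrate hydrolysis at 25 °C. Measured by: 405 nm absorbance of p-nitroaniline, reads at 0 and 120 min. Read-out basis: percent activation relative to control range. Replicates: singlicate.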
MEP2 TOR yeast: modulators of TOR pathway MEP2-GFP in S. cerevisiae; S. cerevisiae MEP2-GFP strain, flow cytometry GFP, 3 h; 100% = DMSO control level; GFP response vs DMSO, % at 10 µM; actives 0.51% (n = 330,000); AID 2016;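 active = GFP response versus DMSO above a set limit, roughly screen mean plus 3 SD, cut at about 180% in these data; inconclusive = fewer than 70 cells counted for a yeast strain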;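 also: median GFP fluorescence of the barcode-gated MEP2-GFP cells per well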
ZTA counter: counter-screen for EBNA-1 inhibitors: inhibitors of Epstein-Barr virus ZTA. P03206. ZTA-DNA binding, fluorescence polarization. inhibition, % at 11 µM. actives 0.15% (n = 320,000). AID 2234; in the data active = inhibition above about 33%
EBNA-1 inh: blocks EBNA-1 binding to DNA | EBNA-1 DNA binding, fluorescence polarization | inhibition, % at 14.8 µM | actives 0.34% (n = 300,000); in the data active = inhibition above about 28%
RPL19A-GFP yeast: yeast TOR pathway RPL19A-GFP modulation | S. cerevisiae RPL19A-GFP strain, flow cytometry, 3 h; hits give low values | percent response vs DMSO, % at 10 µM | actives 0.3% (n = 330,000) | AID 2025;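 active = percent response vs DMSO below 50%; inconclusive = fewer than 70 events counted for the yeast strain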;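 also: median channel GFP fluorescence of the barcoded RPL19A-GFP strain; ratio of sample median GFP to plate DMSO average so 100% = DMSO; lower means less RPL19A-GFP as with rapamycin TOR inhibition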
LAP4 TOR yeast: alters LAP4-GFP fluorescence in TOR pathway yeast screen; AID 2023; GFP response vs DMSO, % at 10 µM; actives 0.34% (n = 320,000); S. cerevisiae LAP4-GFP multiplex, flow cytometry GFP, 3 h; median GFP as percent of DMSO wells;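 active = GFP response vs DMSO above a set limit, about the screen mean plus 3 SD, cut at about 150% in these data; inconclusive = under 70 cell events counted for the yeast strain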
proCasp7 act: counter-screen: procaspase-7 (human) activation. P55210. recombinant procaspase-7, Ac-DEVD-pNA absorbance 405 nm; D23A/D198A/D206A triple mutant, cannot self-cleave; scale: DMSO 0, 5 µM enzyme 100. activation, % at 8.5 µM. actives 0.093% (n = 330,000);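 active = percent activation above the screen-wide mean plus 3 SD, cut at about 25% in these data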
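Assay system: Uncleavable procaspase-7 mutant enzyme | Input: 2 µM procaspase-7 mutant as dispensed | Timing: 1 h compound preincubation, 2 h substrate cleavage, 25 °C | Repeats: One well per compound | Control set: DMSO wells as 0%, DMSO with 5 µM added PC-7 as 100% | Technique: Epi-absorbance of released pNA at 405 nm, two timepoints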
Starred values were filed as active, the others as inactive; ? = inconclusive; / = not tested or not shown; [ ] = dose if it differs, or a comment.

no.	canonical_smiles	proCasp3 act	proCasp7 act	EBNA-1 inh	AHR activator	RPL19A-GFP yeast	ZTA counter	LAP4 TOR yeast	MEP2 TOR yeast
1	CCc1nnc(NS(=O)(=O)c2ccc(NC(=O)CCC(=O)OC)cc2)s1	-4	15	10	0	102	13	88	100
2	Cc1ccnc(NS(=O)(=O)c2ccc(C(C)(C)C)cc2)c1	3	-8	-2	-1	97	-17	101	96
3	CC(=O)c1cccc(NC(=O)COC(=O)c2ccccc2C)c1	-2	2	-3	-1	104	0	111	106
4	O=C(N/N=C/c1ccc2c(c1)OCO2)c1cccnc1	-3	-12	-2	55*	108	-28	100	103
5	COc1ccc(S(=O)(=O)Nc2ccc(C)cc2)cc1OC	9	11	4	37	98	8	100	104
6	Cc1ccc(CN2C(=O)CCC2C(=O)NCCN(CC(C)C)CC(C)C)cc1 (stereo unspecified)	-7	-3	-5	13	96	-4	100	98
7	O=C(CSc1nnc(-c2ccncc2)o1)NC1CCCCC1	5	-9	-11	3	106	-10	98	100
8	C/C(=N\NC(=S)Nc1ccccc1C)c1ccc(O)cc1	-9	-19	11	17	98	5	100	98
9	COc1ccc(OC)c(S(=O)(=O)N(C)CC(=O)Nc2ccc3c(c2)OCO3)c1	-1	-1	1	5	94	-2	94	99
10	CCOc1ccc(C(=O)NCC(=O)NCC(c2ccc(OC)cc2)N2CCCC2)cc1 (stereo unspecified)	-1	-1	-11	-1	92	-4	94	96
11	O=C(O)C1CCN(Cc2cccnc2)CC1	-4	-2	-9	0	106	1	106	102
12	O=C(c1ccc(Br)s1)N1CCN(c2ccccn2)CC1	-3	-3	-11	0	100	-20	90	97
13	Cc1ccc(-n2nc3c(c2NC(=O)/C=C\c2ccc4c(c2)OCO4)CSC3)cc1	12	-5	11	16	105	8	97	104
14	Cc1cc(=O)[nH]c(NCc2ccccc2)n1	2	7	-8	5	100	-2	101	104
15	Cc1cc(Nc2ccc(F)cc2)nc(N)n1	-5	10	3	4	100	-2	100	100
16	Cc1c(C(=O)NC2CCCc3ccccc32)cccc1[N+](=O)[O-] (stereo unspecified)	2	3	8	2	102	-6	94	108
17	Cc1ccc(-c2n[nH]c3c2CCC3)cc1	-12	1	-5	18	93	7	124	99
18	Cc1oc2ccc(NS(=O)(=O)c3ccccc3)cc2c1C(=O)Nc1ccccc1	1	-8	-4	1	109	-27	95	105
19	COc1ccc(C(=O)Nc2cc(C(=O)O)cc(C(=O)O)c2)cc1Cl	2	3	11	0	89	15	105	92
20	Cc1ccc(-c2noc(C3CCCN(C(=O)c4cccc(F)c4)C3)n2)cc1 (stereo unspecified)	0	0	17	-1	110	0	89	101
21	CCn1c2ccccc2c2cc(CN3CCN(S(=O)(=O)Cc4ccccc4)CC3)ccc21	3	-1	0	18	99	-3	86	93
22	CCN(CC)C(=O)C1CCCN(Cc2nc(-c3cccs3)no2)C1 (stereo unspecified)	4	6	-1	2	97	16	108	102
23	O=S(=O)(c1ccc(-c2ccon2)s1)N1CCN(CCN2CCOCC2)CC1	7	1	-4	4	94	-10	100	108
24	Cc1ccccc1C(=O)Nc1ccc(O)cc1C(=O)O	3	-6	7	2	98	1	102	90
25	CCCCc1cc(=O)oc2cc(OCC(=O)N3CCC(C(N)=O)CC3)ccc12	8	2	-1	1	107	-12	112	113
26	CCc1cc(=O)[nH]c(SCC(=O)N2CCOCC2)n1	2	0	6	12	101	3	104	102
27	CCC(c1nnnn1CCOC)N(Cc1cc2cc(C)c(C)cc2[nH]c1=O)CC1CCCO1 (stereo unspecified)	0	-9	1	12	91	-17	89	91
28	CCOC(=O)COc1cccc2c(=O)n(CC(=O)N3CCC(C)CC3)ccc12	-2	-1	0	4	109	5	119	110
29	Cc1cc(N2CCCC2)n2nc(C)nc2n1	13	8	-2	1	105	-6	103	106
30	O=c1cnn(-c2ccc(Cl)cc2Cl)c(-c2ccccc2)c1	2	1	2	14	96	7	95	95
31	N#CCSCC(=O)Nc1ccccc1	2	-8	4	2	108	15	106	103
32	Cc1nn(Cc2ccccc2)c(Cl)c1C(=O)NC(C)(C)C	0	7	-14	-1	100	-9	92	100
33	COc1cc(/C=C/C(=O)Nc2cccc(S(=O)(=O)NC3=NCCCCC3)c2)ccc1OCC#N	6	-12	-3	-3	98	-11	109	100
34	COc1ccc(-c2sc(Nc3ccccc3)n[n+]2-c2ccc(F)cc2)c(OC)c1OC	4	-8	-4	4	99	23	105	90
35	CCCCc1c(C)nc(Nc2ccc(OC)cc2)[nH]c1=O	2	8	1	-3	108	7	90	102
36	CCN(CCNC(=O)C1CCN(c2nnc(-n3cccc3)s2)CC1)c1ccccc1	4	13	-9	0	101	-7	95	90
37	O=C(NC(=S)Nc1ccccc1)c1cc(-c2ccccc2)nc2ccccc12	-12	-2	11	5	101	-1	99	89
38	CC(C)CN(C(=O)COC(=O)c1ccccn1)c1c(N)n(Cc2ccccc2)c(=O)[nH]c1=O	-1	1	4	-1	95	-2	94	98
39	O=C(Nc1ccc(Cl)cc1)c1nc[nH]c1C(=O)NCCN(CCNC(=O)c1[nH]cnc1C(=O)Nc1ccc(Cl)cc1)CCNC(=O)c1[nH]cnc1C(=O)Nc1ccc(Cl)cc1	4	9	/	0	100	/	84	92
40	CC(C)(C)NC(=O)c1ccc(NC(=O)c2ccccc2-c2ccccc2C(=O)O)cc1	3	11	7	-1	100	-1	102	100
41	CCNS(=O)(=O)c1ccc(C(=O)OCC(=O)N2CCCc3ccccc32)cc1	3	7	/	3	113	-9	113	119
42	CC(C)(C)NC(=O)N1CCN(c2ncccc2C(F)(F)F)CC1	9	2	1	-3	95	0	104	93
43	CC(=O)Nc1ccc(C(=O)NCCN2CCOCC2)cc1	-3	9	-10	8	102	-11	89	103
44	COc1ccc(CN2C(=O)C(C)Nc3ncnc(N4CCOCC4)c32)cc1 (stereo unspecified)	4	7	/	-1	107	/	109	105
45	CCCCNC(=O)N(C)c1nc2ccccc2s1	1	-1	0	18	98	5	110	96
46	CC(C(=O)Nc1cccc(S(=O)(=O)N2CCOCC2)c1)N1CCN(c2ccc(F)cc2)CC1 (stereo unspecified)	-7	2	-1	1	99	9	95	98
47	CC1(C(=O)NCCN2CCOCC2)C=CCN1C(=O)c1ccccc1 (stereo unspecified)	-4	-11	4	8	101	-5	97	91
48	Cc1ccc(O)c(C2=NNC(c3ccc(Cl)cc3)C2)c1 (stereo unspecified)	-11	-38	-6	5	99	7	102	114
49	C=CCNC(=O)COc1ccccc1C#N	1	13	7	1	97	17	99	99
50	CN(c1ccc(OCC(=O)OCC(=O)NCc2ccco2)cc1)S(=O)(=O)c1ccc2ccccc2c1	-1	8	-4	0	101	-20	100	95
51	C=CCOc1ccc(C(=O)Nc2ccccc2C(=O)NCc2cccnc2)cc1	-1	-1	1	11	100	11	98	102
52	Cc1nnc(SC(C)C(=O)Nc2ccc(S(=O)(=O)N3CCCCCC3)cc2)s1 (stereo unspecified)	-3	7	5	0	99	-8	98	104
53	COc1ccc(-c2cc(C(=O)N(C)Cc3cccc(OC)c3OC)c3ccccc3n2)cc1OC	5	2	2	7	95	2	105	112
54	Cc1cccc(N(C)c2cc(C)nc3nc(C)nn23)c1	-1	6	8	-1	99	14	99	100
55	Cc1ccc(S(=O)(=O)N2CCN(c3ccc([N+](=O)[O-])c4cccnc34)CC2)cc1	-16	-11	-17	7	102	-6	111	104
56	CC(=O)Nc1ccc(S(=O)(=O)Nc2nc3ccccc3nc2Nc2ccc(N)cc2)cc1	3	-10	12	13	101	-7	103	102
57	CCOC(=O)N1CCN(C(=O)/C=C/c2ccc([N+](=O)[O-])cc2)CC1	1	9	7	3	104	-2	101	117
58	COC(=O)c1ccccc1NC(=O)C1CCN(C(=O)c2cc(OC)c(OC)c(OC)c2)CC1	3	-2	0	2	104	21	104	109
59	Cc1ccc(C)c(SCC(=O)Nc2cccnc2Cl)c1	4	4	-6	1	97	4	110	108
60	CCOC(=O)CN(C(=O)COC(=O)C1(c2ccccc2)CC1)c1ccc(F)cc1	13	7	-4	2	98	-19	96	98

The list goes on:
no.	canonical_smiles	proCasp3 act	proCasp7 act	EBNA-1 inh	AHR activator	RPL19A-GFP yeast	ZTA counter	LAP4 TOR yeast	MEP2 TOR yeast
61	Cc1ccccc1NC(=O)CSc1nc2ccccc2c2nc(CCn3cncc3C)nn12	-2	-4	16	-6	105	-5	90	100
62	COc1ccc(-c2[nH]ncc2/C=N/NC(=O)c2cc(Br)ccc2O)c(OC)c1	-5	-10	2	7	99	-7	94	100
63	Cn1cnc2c(N/N=C/c3cccs3)ncnc21	-4	5	-2	10	102	-5	110	101
64	CC(=O)NCCNc1ccc([N+](=O)[O-])cn1	6	2	7	3	102	-7	102	103
65	COc1cccc(NC(=O)CSc2nnc(CNC(=O)c3ccco3)n2C)c1	14	8	1	1	101	-2	107	115
66	O=C(Nc1nc2c(s1)CCCC2)c1ccc(Br)s1	6	-6	-11	8	82[may fluoresce violet]	-1	100[may fluoresce violet]	129[may fluoresce violet]
67	CC(=O)c1cccc(S(=O)(=O)NCC(c2ccco2)N2CCCCC2)c1 (stereo unspecified)	-2	-5	2	3	101	8	101	103
68	COc1ccc(-c2nonc2NC(=O)c2oc3ccc(F)cc3c2C)cc1OC	-5	-4	35*	18	97	-2	91	105
69	CCOc1ccc(N2C(=O)CC(Cc3ccc(Br)cc3)C2=O)cc1 (stereo unspecified)	8	81*	0	-1	105	0	81	102
70	O=C(c1n[nH]c(=O)c2ccccc12)N1CCN(S(=O)(=O)c2ccccc2Cl)CC1	-2	-11	/	-1	90	11	87	86
71	O=C(COc1ccc(/C=N/NS(=O)(=O)c2ccccc2)cc1)N1CCOCC1	-2	9	-5	-2	92	12	92	96
72	CCCCC1(C)OC(=O)C(=Cc2ccc(-c3ccc(Cl)c(C(=O)O)c3)o2)C(=O)O1 (stereo unspecified)	-2	7	5	5	89	7	98	84
73	CC(NC(=O)c1ccccc1Cl)c1ccc(-n2ccnc2)cc1 (stereo unspecified)	-12	9	-4	54*	101	17	103	91
74	CCC1CCCCN1CCCNC(=O)COc1cc(=O)n(C)c2ccccc12 (stereo unspecified)	4	-6	-5	1	?	11	?	?
75	NC(=O)CSc1nnnn1-c1ccc(OC(F)(F)F)cc1	1	8	7	-1	102	6	101	110
76	COc1cccc(/C=C/C(=O)OCC(=O)NCCC2=CCCCC2)c1OC	6	11	/	2	98	/	103	101
77	O=C(CSc1nnc(COc2ccccc2F)n1-c1ccccc1)NC1CCS(=O)(=O)C1 (stereo unspecified)	13	3	-12	-3	115	-17	99	107
78	COc1ccc(S(=O)(=O)n2[nH]c(=O)c(CCO)c2C)c([N+](=O)[O-])c1	-9	-6	-4	0	89	-2	101	97

4 compounds from above, showing only EBNA-1 inh and LAP4 TOR yeast:
item | structure | EBNA-1 inh | LAP4 TOR yeast
62 | COc1ccc(-c2[nH]ncc2/C=N/NC(=O)c2cc(Br)ccc2O)c(OC)c1 | 2 | 94
76 | COc1cccc(/C=C/C(=O)OCC(=O)NCCC2=CCCCC2)c1OC | / | 103
78 | COc1ccc(S(=O)(=O)n2[nH]c(=O)c(CCO)c2C)c([N+](=O)[O-])c1 | -4 | 101
61 | Cc1ccccc1NC(=O)CSc1nc2ccccc2c2nc(CCn3cncc3C)nn12 | 16 | 90

Records listed so far that bear a hit mark in EBNA-1 inh:
nr	SMILES	proCasp3 act	EBNA-1 inh	AHR activator	RPL19A-GFP yeast	LAP4 TOR yeast	MEP2 TOR yeast
68	COc1ccc(-c2nonc2NC(=O)c2oc3ccc(F)cc3c2C)cc1OC	-5	35*	18	97	91	105

Screening results as filed in PubChem BioAssay.
